From PubChem BioAssay
Anesthetic bind – qHTS Assay for Identification of Novel General Anesthetics; apoferritin/1-aminoanthracene competitive binding, fluorescence; Potency, µM (doses to about 77.5 µM), without a hit: at the highest dose activity change, negative = displacement, actives largely listed as inhibitors; hit rate 0.074% among 350,000; Ferritin light chain (Equus caballus), P02791; AID 485281, 2010; further: on the % scale 0 is the no-effect control and ±100 the full control effect; nearly all actives have a fitted effect of over 20% in size
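Concentration-response curves derived by four-parameter Hill fitting of normalized fluorescence, where compounds displaced 1-AMA from 10 uM horse apoferritin following a brief 10 min room-temperature incubation; propofol titration acted as positive control.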
Pol eta inh – qHTS for Inhibitors of Polymerase Eta; recombinant Pol eta, fluorescent DNA replication assay; hit rate 1.2% among 390,000; AID 588591, 2011; Potency, µM (doses to about 114 µM), for the others: at the highest dose activity change, negative = inhibition, most hits filed as inhibitors; DNA polymerase eta (Homo sapiens), Q9Y253; further: on the % scale 0 is the no-effect control and ±100 the full control effect
Target sequence (Q9Y253 whole entry, looked up): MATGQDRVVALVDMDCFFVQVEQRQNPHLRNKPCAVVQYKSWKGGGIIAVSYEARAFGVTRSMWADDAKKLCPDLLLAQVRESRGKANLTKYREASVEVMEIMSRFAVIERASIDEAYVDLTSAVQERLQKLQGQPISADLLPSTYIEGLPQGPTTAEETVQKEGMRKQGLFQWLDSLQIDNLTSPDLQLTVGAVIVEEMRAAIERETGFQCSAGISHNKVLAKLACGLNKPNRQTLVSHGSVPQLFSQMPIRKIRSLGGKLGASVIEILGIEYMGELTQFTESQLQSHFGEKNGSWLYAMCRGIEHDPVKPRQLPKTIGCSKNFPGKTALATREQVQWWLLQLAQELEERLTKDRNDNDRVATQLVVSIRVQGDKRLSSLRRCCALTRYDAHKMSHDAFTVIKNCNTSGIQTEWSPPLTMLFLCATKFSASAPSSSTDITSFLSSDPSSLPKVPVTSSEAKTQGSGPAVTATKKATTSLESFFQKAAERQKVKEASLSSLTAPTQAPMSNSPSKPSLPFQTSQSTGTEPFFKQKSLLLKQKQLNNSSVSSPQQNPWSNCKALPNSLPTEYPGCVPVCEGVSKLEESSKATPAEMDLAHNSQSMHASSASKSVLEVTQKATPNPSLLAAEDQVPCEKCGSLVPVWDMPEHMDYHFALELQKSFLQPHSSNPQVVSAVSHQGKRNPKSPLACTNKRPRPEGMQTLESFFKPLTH
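Pol eta (10 nM) was preincubated with compounds for 15 min at room temperature, after which fluorescent replication substrate (50 nM final) was added to start the reaction. Fluorescence was read kinetically at 0 and 10 min.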
POLK inh – qHTS for Inhibitors of Polymerase Kappa. purified Pol kappa, fluorescent DNA synthesis assay, 10 min. Potency, µM (highest dose often 107 µM), without a hit: at the highest dose activity, negative = inhibition, usual class: inhibitors. hit rate 0.53% among 400,000. DNA polymerase kappa (Homo sapiens), Q9UBT6. AID 588579, 2011; further: on the % scale 0 is the no-effect control and ±100 the full control effect
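10 nM Pol kappa was preincubated with compounds for 15 min at room temperature. Reaction started with 50 nM (final) substrate. Fluorescence read kinetically at 0 and 10 min.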
APEX1 inh – qHTS Assay for Inhibitors of the Human Apurinic/apyrimidinic Endonuclease 1 (APE1); hit rate 0.35% among 350,000; Potency, µM (series often up to 65.8 µM), for inactives: top-dose activity change, negative = inhibition, most hits filed as inhibitors; AID 2517, 2012; DNA repair nuclease/redox regulator APEX1 (Homo sapiens), P27695; recombinant APE1, TAMRA/BHQ-2 abasic DNA cleavage fluorescence;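 further: plate controls were vehicle for no effect and reference inhibitor for full effect; nearly all actives have a fitted effect of over 55% in size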
Target sequence (P27695 whole entry, looked up): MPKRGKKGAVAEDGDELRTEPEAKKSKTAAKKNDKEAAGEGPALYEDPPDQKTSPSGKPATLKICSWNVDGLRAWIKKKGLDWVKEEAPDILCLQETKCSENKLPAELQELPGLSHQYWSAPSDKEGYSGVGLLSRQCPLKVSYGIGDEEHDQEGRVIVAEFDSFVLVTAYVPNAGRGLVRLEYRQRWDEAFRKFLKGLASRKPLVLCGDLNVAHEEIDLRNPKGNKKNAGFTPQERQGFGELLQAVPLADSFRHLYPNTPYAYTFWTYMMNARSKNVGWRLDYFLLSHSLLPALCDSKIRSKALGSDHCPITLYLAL
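Substrate: short duplex with […] THF abasic site, 5'-TAMRA and 3'-BHQ-2, 50 nM final. APE1 at 0.75 nM, preincubated 15 min RT with compound. Fluorescence increase from first to third read measured activity.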
Pol beta inh – qHTS Assay for Inhibitors of DNA Polymerase Beta; P06746; Potency, µM (top dose mostly 114 µM), for the others: top-dose activity change, negative = inhibition, most hits filed as inhibitors; hit rate 1.3% among 340,000; Pol beta primer extension/strand displacement, fluorescence kinetic; further: on the % scale 0 is the no-effect control and ±100 the full control effect
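Reaction started by 50 nM substrate onto compound-treated Pol beta (10 nM, 15 min preincubation, room temperature); plates read at 0 min and 10 min. Normalized concentration-effect data fitted by four-parameter Hill equation.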
G9a block – qHTS Assay for Inhibitors of Histone Lysine Methyltransferase G9a. G9a H3K9 monomethylation, AlphaScreen, 2 h. Potency, µM (doses to about 102 µM), inactives show at the highest dose activity, negative = inhibition, hits mostly inhibitors. hit rate 8.8% among 350,000. AID 504332, 2011; further: on the % scale 0 is the no-effect control and ±100 the full control effect; nearly all actives have a fitted effect of over 75% in size
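Readings reflect AlphaScreen signal from monomethyl-H3K9 antibody detection. HMT at 20 nM; substrate b-H3K9 500 nM; cofactor SAM 20 uM; 2 h RT reaction; compounds tested as titrations in qHTS with 15 min preincubation.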
BAZ2B inh – qHTS Assay for Inhibitors of BAZ2B; Bromodomain adjacent to zinc finger domain protein 2B (Homo sapiens), Q9UIF8; AlphaScreen BAZ2B-H3K14Ac peptide displacement; Potency, µM (highest dose often 114 µM), for inactives: top-dose activity change, negative = inhibition, hits mostly inhibitors; hit rate 4.4% among 360,000; further: on the % scale 0 is the no-effect control and ±100 the full control effect; nearly all actives have a fitted effect of over 60% in size
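Multi-concentration screen (max 110 uM) measuring displacement of acetylated histone H3 peptide from BAZ2B by AlphaScreen, using 50 nM protein, 50 nM peptide and 10 ug/mL streptavidin donor plus Ni-chelate acceptor beads.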
POLI inh – qHTS for Inhibitors of Polymerase Iota. Pol iota fluorescent replication assay, 10 min. DNA polymerase iota (Homo sapiens), Q9UNA4. hit rate 1% among 390,000. AID 588590, 2011. Potency, µM (doses to about 115 µM), without a hit: top-dose activity, negative = inhibition, usual class: inhibitors
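Pol iota at 10 nM preincubated 15 min with compounds at room temperature; reaction started with fluorescent substrate, 50 nM final. Fluorescence read kinetically at 0 and 10 min; buffer-only wells as negative control.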
BLM inh – qHTS Assay for Inhibitors of Bloom's syndrome helicase (BLM); RecQ-like DNA helicase BLM (Homo sapiens), P54132; Potency, µM (titrated, usually from 56.1 µM), inactives show top-dose activity change, negative = inhibition, actives largely listed as inhibitors; hit rate 0.2% among 350,000; recombinant BLM DNA unwinding, fluorescence dequenching;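 further: plate controls were vehicle for no effect and no enzyme for full effect; nearly all actives have a fitted effect of over 35% in size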
* = called active by the depositor; ? = inconclusive; . = not tested or not shown; [ ] = another dose, or the depositor's remark. The call rests on the fitted dose curve; in most records, active means well fitted curve in the direction sought with a large enough effect; inconclusive means small, poorly fitted or top-dose-only effect, or another doubt; inactive means no such curve, though single readings can be large; an effect the other way counts as inactive or inconclusive. Potency means the concentration at half of the fitted maximal effect.

SMILES	Anesthetic bind	Pol eta inh	POLK inh	APEX1 inh	Pol beta inh	G9a block	BAZ2B inh	POLI inh	BLM inh
COc1ccc([N+](=O)[O-])cc1N(CC(=O)N1CCCCC1)S(C)(=O)=O	-5%	-14%	1%	2%	7%	21%	-1%	39%[activator]	-2%
O=C(Nc1cccc(C(F)(F)F)c1)Nc1cc(Cl)ccc1C(=O)O	-21%	.	12%[60.1 µM]	-2%	.	.	.	.	-3%
CCOC(=O)c1ccc(S(=O)(=O)N2CCC(C(=O)NCC3CCCCC3)CC2)cc1	.	-15%	15%	1%	.	20%[12.7 µM]	-2%	13%	.
CCCc1cc(=O)oc2cc(OCC(=O)Nc3ccc4c(c3)OCCO4)ccc12	-9%	12%	-12%	12%	2%	-3%	10%	8%	0%
COc1ccc(C2C(C#N)=C(N)N(N(C)C)C3=C2C(=O)CCC3)cc1 (stereo not drawn)	0%	-13%	2%	53%[activator]	-11%	17%	-5%	22%	0%
CCCCC(CC)C(=O)Nc1ccc(Cl)cn1 (stereo not drawn)	4%	-11%	-22%	-3%	-20%	19%[59 µM]	17%	17%	-3%
CC(C)(C)C(=O)COC(=O)c1cc(-c2ccncc2)nc2ccccc12	?	-10%	-17%	0%	1%	-8%	-17%	9%	-3%
CCOC(=O)c1oc2c(O)c(O)ccc2c(=O)c1-c1nncn1-c1ccccc1	-5%	?	-22%	-11%	?	3.2µM*	?	?	1%
Cc1ccc2cccc(NC(=O)c3ccc(-c4cccc([N+](=O)[O-])c4)o3)c2n1	-7%	2%	-10%	.	5%	-30%[59 µM]	-11%	-7%	-7%
CC(=O)c1ccc(S(=O)(=O)NCc2cccnc2)cc1	3%	9%	2%	7%	2%	24%	10%	20%	-2%
Cc1ccnc(NC(=O)Cn2c(=O)oc3cc(S(=O)(=O)N4CCCC4)ccc32)c1	-8%	-5%	-5%	-9%	43%	.	3%	7%	-2%
Cc1ccccc1-n1nc2c(c1NC(=O)C(C)C)CS(=O)(=O)C2	6%	4%	6%	37%	0%	7%	-3%	33%[activator]	-2%
Cc1cccc(NC(=O)Cn2c(=O)oc3cc(S(=O)(=O)N4CCCCCC4)ccc32)c1	-9%	.	-7%	.	-13%	-16%[59 µM]	-9%	-25%	-10%
CCN1CCN(c2ccc(S(=O)(=O)N3CCCCC3)cc2NC(=O)Cc2c(F)cccc2Cl)CC1	-8%	-17%	-7%	-11%	54%	.	-24%	11%	-3%
COc1cc(NC2c3ccccc3C(=O)N2Cc2ccccc2)cc(OC)c1OC (stereo not drawn)	-3%	-9%	-10%	-2%	11%	11%	?	43%[activator]	-1%
O=C(CN(C(=O)CCC(=O)Nc1nccs1)c1ccc(F)cc1)NCC1CCCO1 (stereo not drawn)	-3%	-8%	-5%	0%	0%	4%[59 µM]	9%	-12%	-2%
Cc1ccc(Cn2ccc(NC(=O)c3cc(-c4ccc(Cl)c(Cl)c4)on3)n2)cc1	10%	1%	-7%	.	27%	4%[59 µM]	4%	1%	0%
O=C(Nc1cccc(S(=O)(=O)N2CCCC2)c1)c1ccc2ccccc2n1	-12%	-17%	-17%	0%	7%	-11%	-16%	35%[activator]	-16%
CC(C)N(c1ccccc1)c1ccc(NC(=S)NCCN(C)C)cc1	-21%	-10%	-14%	-3%	3%	45µM*	-23%	62%[activator]	3%
CCC1(c2ccccc2)NC(=O)N(CC(=O)N2CCc3ccccc32)C1=O (stereo not drawn)	.	?	-5%	23%	.	.	.	6%	.
COCN(C#N)c1nc(OC)nc(OC)n1	-10%	9%	-2%	-1%	8%	6%[59 µM]	-3%	-12%	-1%
CCOc1ccc(NC(=O)CN2C(=O)NC(CCc3ccccc3)C2=O)cc1OCC (stereo not drawn)	.	-9%	-11%	43%	.	.	.	6%	.
COc1cc(C(=O)NC(=S)Nc2nc(-c3ccc(F)cc3)cs2)cc(OC)c1OC	-9%	-17%	0%	1%	28%	16%	-13%	20%	-5%
CCOc1ccc(S(=O)(=O)N2CCC(c3ccccc3)CC2)cc1C(=O)O	1%	-11%	12%	26%	9%	1%	-1%	-5%	-1%
O=C(O)COc1ccccc1/C=N/Nc1ccc(S(=O)(=O)Nc2ccc(Cl)cc2)cc1[N+](=O)[O-]	?	28µM*	?	?	?	35µM*	35µM*	?	?
Other results
SMILES	Anesthetic bind	Pol eta inh	POLK inh	APEX1 inh	Pol beta inh	G9a block	BAZ2B inh	POLI inh	BLM inh
CC(C)Cn1c(=O)c2ccccc2n2c(SCC(=O)N3c4ccccc4CC3C)nnc12 (stereo not drawn)	2%	-7%	-2%	4%	-14%	7%[59 µM]	-21%	-5%	-5%
S=C(NNC(=S)Nc1ccccc1)Nc1ccccc1	-10%	-21%	-10%	7%	0%	0.35µM*	-35%	109%[activator]	-4%
O=C(c1ccc2c(c1)OCCO2)N1CCN(Cc2ccccc2)CC1	-7%	-10%	-6%	0%	-9%	12%[12.7 µM]	?	7%	1%
O=S(=O)(c1ccc(-c2cc(C(F)(F)F)on2)s1)N1CCN(c2ccccc2F)CC1	-9%	8%	-5%	.	-28%	5%[59 µM]	-1%	-10%	-14%
CC(Oc1ccc(Cl)cc1Cl)C(=O)NNC(=O)c1ccncc1 (stereo not drawn)	.	-15%	3%	8%	.	?	1%	-17%	.
COc1ccc(Nc2nnc(-c3ccc(C(N)=O)cc3)c3ccccc23)cc1	-16%	-10%	1%	31%	1%	?	?	110%[activator]	0%
COc1cc(C2C(C#N)=C(N)OC3=C2C(=O)CC(C)(C)C3)ccc1OCCN1CCOCC1 (stereo not drawn)	-13%	-1%	3%	0%	8%	50µM*	-12%	35%[activator]	-2%
COc1ccc(N2CCN(S(=O)(=O)c3ccc4c(c3)CCCN4C(C)=O)CC2)cc1	-16%	-3%	-9%[60.1 µM]	.	?	?	5%	7%	0%
COc1ccc(NC(=O)CN(C)C(=O)CCCNC(=O)c2ccc(Cl)cc2)cc1	.	-21%	-11%	0%	.	13%[0.501 µM]	-4%	39%[activator]	.
COc1cc(C(=O)OCC(=O)N2CCOCC2)c([N+](=O)[O-])cc1OC	-9%	-20%	-1%	34%	3%	?	-3%	42%[activator]	2%
CCN1C(=O)CC(N2CCN(c3ccc(Cl)cc3)CC2)C1=O (stereo not drawn)	-9%	1%	-10%	-6%	10%	-7%	-1%	5%	3%
O=C(NCc1ccccc1)C1COc2ccccc2O1 (stereo not drawn)	10%	8%	9%	-13%	5%	-1%[59 µM]	0%	7%	0%
COc1ccc(NC(=O)Cn2c(=O)n(-c3cccc(C)c3)c(=O)c3c2c2cc(C)ccc2n3C)cc1OC	-4%	-18%	-2%	.	-12%	-1%[59 µM]	-3%	17%	-13%
O=C1CC(Sc2nnnn2-c2ccccc2)C(=O)N1c1cccc(Cl)c1 (stereo not drawn)	-8%	-12%	-10%	-4%	-4%	0.89µM*	-1%	-1%	-4%
Cc1cccc(CN2C(=O)c3ccccc3S(=O)(=O)c3ccc(C(=O)NC4CCCCC4)cc32)c1	0%	-23%	-3%	.	2%	-6%[59 µM]	-17%	4%	-11%
O=C(COC(=O)c1cc(-c2ccccc2)nc2c(Cl)cccc12)c1ccc(F)cc1	-10%	-4%	-3%	.	0%	0%[59 µM]	6%	10%	-10%
Cc1[nH]c2ccccc2c1/C=N/Nc1nncn1N	-20%	-23%	-5%	-2%	?	35µM*	50µM*	5µM*	-2%
CC(=O)N(C)c1ccc(NC(=S)Nc2ccccc2)cc1	-5%	-7%	-14%	-4%	11%	0%	-4%	7%	0%
COCCCN1CC(=O)N2C(c3ccc(OC)c(OC)c3)c3[nH]c4ccccc4c3C[C@H]2C1=O (stereo partly drawn)	0%	-10%	-4%	31%	-13%	11%	-29%	34%[activator]	-4%
CN(C(=O)c1coc(=O)c2ccccc12)c1ccccc1Cl	-18%	-15%	0%	3%	42%	-8%	-2%	30%	-11%
Cc1nc(NC(=S)NC(=O)c2ccco2)sc1C(=O)N(C)C	-7%	-11%	17%	33%	-2%	40µM*	-1%	9%	-1%
Cc1csc2sc(-c3ccnc(SCC(=O)NCc4ccccc4)n3)c(C)c12	-2%	-5%	-9%	-4%	15%	-38%	-5%	41%[activator]	1%
COc1ccc(NC(=O)CSc2nc(N)c3cc4c(nc3n2)CCCC4)c(OC)c1	?	-3%	11%	-2%	-3%	31%	0%	?	-1%
Cc1cc2c(cc1C)/C(=C\C(N)=O)NC(C)(C)C2	-2%	-5%	-7%	17%	25%	-3%[2.33 µM]	-4%	-2%	-3%
CCCCN(C)CCNC(=O)c1cc2c(=O)n(C)c3ccccc3c2n1C	-12%	-5%	-9%	.	2%	-9%[59 µM]	-18%	6%	54%[activator]
CCOC(=O)c1ccccc1NC(=O)N(Cc1ccc(CC)cc1)Cc1cn[nH]c1-c1ccc(OC)cc1	-1%	-25%	-3%	.	-26%	8%[59 µM]	26%	7%	-6%
CCCCOc1ccc(N=Cc2cccs2)cc1	-2%	-18%	-3%	-2%	-12%	?	?	69%[activator]	1%
COc1ccc2nc(Nc3nc(CSc4nnnn4-c4ccccc4)cc(=O)[nH]3)nc(C)c2c1	-12%	?	-11%	3%	4%	-23%	5%	30%	0%

Full records, looked up by structure.
O=C(Nc1cccc(S(=O)(=O)N2CCCC2)c1)c1ccc2ccccc2n1 in the list: Anesthetic bind = -12%; Pol eta inh = -17%; POLK inh = -17%; APEX1 inh = 0%; Pol beta inh = 7%; G9a block = -11%; BAZ2B inh = -16%; POLI inh = 35%[activator]; BLM inh = -16%
CCCCC(CC)C(=O)Nc1ccc(Cl)cn1 (stereo not drawn) in the list: Anesthetic bind = 4%; Pol eta inh = -11%; POLK inh = -22%; APEX1 inh = -3%; Pol beta inh = -20%; G9a block = 19%[59 µM]; BAZ2B inh = 17%; POLI inh = 17%; BLM inh = -3%

The list is partial; rates above refer to the full screens.
